Akt phos inh = blocks phosphorylation of Akt; Neuro2A IGF-stimulated pAkt S473 HTRF, 20 min; stronger effect = lower value; AID 651550; hit rate 0.32% among 360,000; activity change, % for hits at 50 µM; in the data active means activity change below about -80%; inconclusive means mostly about -51% to -80%; further: on the % scale 0 is the no-effect control and ±100 the full control effect
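Neuro2A cells in DMEM with 0.5% FBS, overnight at 37 deg C, given compound at single 50 µM final, then IGF (6 nM final) for 20 min at 37 deg C. Lysed; phospho-Akt Ser473 by HTRF after 24 h, 665/615 ratio.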
FUS yeast rescue = suppressors of FUS proteinopathy in yeast; S. cerevisiae FUS-expressing, growth rescue, OD600, 24 h; Potency, µM (doses to about 76.6 µM), without a hit: at the top dose growth rescue (activation), hits mostly activators; AID 1347120; hit rate 0.24% among 390,000;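 further: potency means the concentration at half of the fitted maximal effect; plate controls were DMSO vehicle for no effect and reference control for full effect; nearly all actives have a fitted effect of over 55% in size; some results filed as inactive show a strong effect at the top dose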
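Galactose (2%) drives FUS expression in yeast precultured in raffinose; seeding density OD 0.005. Test compounds incubated 24hr at 30C and 99% humidity before absorbance at 600 nm was measured.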
GLP1R inv ag = acts as inverse agonist at human GLP-1 receptor; Potency, µM (doses to about 38.3 µM), without a hit: at the highest dose activity change, negative = inhibition, actives largely listed as inhibitors; hit rate 1.6% among 410,000; HEK293 GLP-1R CRE-luciferase, luminescence, 24 h; GLP-1R form is constitutively active; P43220; AID 624417; further: potency means the concentration at half of the fitted maximal effect; on the % scale 0 is the no-effect control and ±100 the full control effect; nearly all actives have a fitted effect of over 55% in size
Target sequence (P43220 whole entry, looked up): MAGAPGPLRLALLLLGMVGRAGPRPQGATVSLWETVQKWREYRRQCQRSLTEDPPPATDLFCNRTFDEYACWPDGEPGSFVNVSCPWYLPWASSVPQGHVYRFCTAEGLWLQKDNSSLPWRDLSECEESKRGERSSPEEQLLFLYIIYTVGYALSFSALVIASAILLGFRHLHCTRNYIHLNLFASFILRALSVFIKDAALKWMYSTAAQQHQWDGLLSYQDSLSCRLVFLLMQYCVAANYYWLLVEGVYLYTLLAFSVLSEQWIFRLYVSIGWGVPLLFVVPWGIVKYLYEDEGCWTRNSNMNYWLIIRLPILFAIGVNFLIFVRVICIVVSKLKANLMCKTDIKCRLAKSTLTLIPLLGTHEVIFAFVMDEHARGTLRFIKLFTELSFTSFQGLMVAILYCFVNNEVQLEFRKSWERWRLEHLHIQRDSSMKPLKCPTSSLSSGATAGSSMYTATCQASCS
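Luminescence readout: a drop in cAMP-driven luciferase signal flags inverse agonism at a constitutively active GLP-1R stably expressed in HEK293. Compound exposure lasted 24 hr at 37 deg C, 5% CO2.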
GLP1R ag = activates the human GLP-1 receptor; HEK293 GLP-1R CRE-luciferase, luminescence, 4-6 h; cells express a hypersensitive GLP-1R form; hit rate 0.007% among 380,000; Potency, µM (series often up to 45.6 µM), for inactives: top-dose activation, usual class: activators; further: potency means the concentration at half of the fitted maximal effect; % of control where 0% means no effect
D3 antag = antagonists of human D3 dopamine receptor; max response, negative = inhibition, %; D3R cells, DiscoveRx beta-arrestin luminescence, antagonist mode; stronger effect = lower value; hit rate 2.5% among 360,000; P35462; in the data active means max response below about -50%; inconclusive means no clear call, values can overlap the other calls; further: on the % scale 0 is the no-effect control and ±100 the full control effect; mostly tested at two doses, the higher about 12 µM
Target sequence (P35462 whole entry, looked up): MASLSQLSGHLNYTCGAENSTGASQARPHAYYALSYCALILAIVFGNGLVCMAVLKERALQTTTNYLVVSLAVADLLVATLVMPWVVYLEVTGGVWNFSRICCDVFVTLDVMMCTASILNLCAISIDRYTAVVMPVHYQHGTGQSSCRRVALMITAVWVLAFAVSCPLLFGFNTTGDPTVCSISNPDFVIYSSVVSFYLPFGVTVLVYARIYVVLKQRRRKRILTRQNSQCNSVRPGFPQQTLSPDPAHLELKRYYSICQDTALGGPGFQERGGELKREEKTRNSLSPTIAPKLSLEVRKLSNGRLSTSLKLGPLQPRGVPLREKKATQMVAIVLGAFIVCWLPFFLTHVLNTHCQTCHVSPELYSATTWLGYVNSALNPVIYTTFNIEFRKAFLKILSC
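Cells expressing the human receptor were seeded at 1500 cells/well, incubated overnight at 37 degrees C in 5% CO2, then exposed to library compounds with dopamine controls for 90 minutes at 37 degrees C before luminescent detection.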
Abeta rescue = compounds reversing amyloid beta toxicity in yeast; Potency, µM (highest dose often 46.1 µM), for inactives: top-dose growth rescue, actives largely listed as activators; AID 1347071; yeast expressing A-beta42, growth rescue, OD600, 48 h; response scale: 0% DMSO, 100% iron-clioquinol control; hit rate 0.063% among 410,000; further: potency means the concentration at half of the fitted maximal effect; nearly all actives have a fitted effect of over 55% in size
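Yeast growth medium received pinned compounds, then yeast cells expressing toxic A-beta were added; plates incubated at 30 C for 48 hr. Growth read as absorbance at 600 nm, normalized to DMSO and equimolar FeCl3 plus clioquinol controls.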
TDP-43 yeast inh = TDP-43 toxicity inhibition in yeast; TDP-43 expressing yeast growth rescue, BacTiter-Glo, 24 h; hit rate 1.8% among 410,000; Potency, µM (highest dose often 46.1 µM), inactives show at the top dose growth rescue (activation), usual class: activators; further: potency means the concentration at half of the fitted maximal effect; % of control where 0% means no effect; nearly all actives have a fitted effect of over 50% in size
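Readout is BacTiter-Glo luminescence of cell growth, so inhibitors register as activators. TDP-43-expressing yeast at OD600=0.02 in galactose medium, after raffinose pregrowth to mid-log, were incubated with compound for 24 hr at 30 deg C.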
aSyn rescue = inhibitors of alpha-synuclein toxicity in yeast; Yeast expressing alpha-synuclein, growth rescue, BacTiter-Glo, 24 h; Potency, µM (top dose mostly 46.1 µM), for the others: at the top dose growth rescue (activation), actives largely listed as activators; hit rate 0.14% among 370,000; further: potency means the concentration at half of the fitted maximal effect; % of control where 0% means no effect; nearly all actives have a fitted effect of over 65% in size
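Screening used galactose-induced yeast with toxic alpha-synuclein levels, exposed to compound for 24 hr at 30 deg C. Cell growth, read with BacTiter-Glo luminescence, gave the measured signal.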
PTHR1 agonist = agonists of human PTHR1 parathyroid hormone receptor. Q03431. HEK293 GP2 PTHR1 cells, GloSensor cAMP luminescence, 1 h. Potency, µM (series often up to 115 µM), for the others: at the highest dose activation, most hits filed as activators. hit rate 0.075% among 410,000. AID 743266; further: potency means the concentration at half of the fitted maximal effect; nearly all actives have a fitted effect of over 55% in size; some results filed as inactive show a strong effect at the top dose; inactives centre near -15; many of its hits are not listed in these tables
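HEK-293-derived GP2 cells expressing PTHR1 and a GloSensor cAMP reporter, 3,000/well, plated overnight, given luciferin plus IBMX (each 0.5 mM as added) for 1 h at 37 °C, then compound for 1 h at 37 °C. Luminescence was read after 15 min at room temperature.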
Starred values were filed as active, the others as inactive; i = inactive; ? = inconclusive; · = no result given; [ ] = remark or other dose. Unless noted, the call rests on the fitted dose curve; in most records, active means well fitted curve in the direction sought with a large enough effect; inconclusive means small, poorly fitted or top-dose-only effect, or another doubt; inactive means no such curve, though single readings can be large; an effect the other way counts as inactive or inconclusive. The list is partial; rates above refer to the full screens.

SMILES	Akt phos inh	FUS yeast rescue	GLP1R inv ag	GLP1R ag	D3 antag	Abeta rescue	TDP-43 yeast inh	aSyn rescue	PTHR1 agonist
CCC(=O)N1CCCC(C(=O)Nc2nc3ccccc3n2C)CC1 (configuration not stated)	i	-16%	28%	-2%	35	9%	19%	1%	-15%
Clc1ccc(CSc2cnnc3ccccc23)cc1Cl	i	-12%	-22%	11%	8	1%	9%	15%	-13%
O=C1C=C(c2ccc3c(c2)OCO3)C[C@@H](c2ccc(F)cc2)C1	i	-1%	12%	-3%	21	-6%	?	2%	-33%[inhibitor]
Cc1cc(C(=O)N(CCC#N)Cc2cccs2)no1	i	-15%	-9%	0%	3	-8%	-20%	-3%	-2%
O=C(Nc1ccccc1C(F)(F)F)n1ncc2cc(Cl)ccc21	·	-15%	7%	·	·	-9%	22%[9.22 µM]	·	-18%
CCCCNc1nc(N(C)c2ccccc2)nc(-n2ccnc2)n1	i	18%	0%	17%	60	-33%[inhibitor]	14µM*	28%	-8%
CCOC(=O)c1c(CC(C)C)csc1NC(=O)C(C)C	i	-15%	?	-2%	-3	-4%	-10%	5%	i
CC(=O)c1cccc(NC(=O)N2CCOCC2)c1	i	-34%	-9%	-4%	-4	-3%	-6%	6%	i
CCN1C(=O)[C@H]2[C@@H](c3ccc(-c4ccc(Cl)c(Cl)c4)cc3)N3CCCC[C@@]3(C(=O)OC)[C@H]2C1=O	i	-16%	?	2%	-10	16%	13%	?	-50%[inhibitor]
CCOc1c(C)cc(S(=O)(=O)NCc2ccccn2)c(C)c1C	i	14%	0%	-6%	-5	6%	-5%	7%	i
CCOC(=O)Cn1cnc2scc(-c3ccc(C)cc3)c2c1=O	i	6%	?	8%	-15	-2%	21%	-18%	-6%
CC(=O)OC1COC(n2ccc3ccccc32)C(OC(C)=O)C1OC(C)=O (configuration not stated)	i	22%	?	-6%	16	2%	-10%	-3%	i
COc1cc(C(=O)Nc2nnc(CC(=O)N3CCOCC3)s2)cc(OC)c1OC	i	10%	21%	0%	16	9%	-2%	0%	i
Cc1cn(CC(=O)NCC(C)c2ccccc2)c(=O)[nH]c1=O (configuration not stated)	i	-34%	15%	4%	-2	-4%	2%	-3%	-3%
COC(=O)c1c(NC(=O)CCCOc2ccccc2C)sc2c1CCC(C)C2 (configuration not stated)	·	1%	12%	-6%	·	-12%	0%	?	-18%
CCC(C(=O)NC1CCCCCC1)c1ccccc1 (configuration not stated)	i	18%	?	3%	4	7%	13%	3%	-25%
CCN1C(=O)/C(=C/c2cc(C)n(C)c2C)SC1=Nc1ccc(OC)cc1	i	?	1%	?	6	1%	5%	18%	i
Cc1c(NC(=O)CSc2nncn2-c2ccccc2)c(=O)n(-c2ccccc2)n1C	i	12%	-11%	2%	5	-13%	-7%	1%	i
O=C(c1cc2c(c(-c3cccc(-c4ccc(F)cc4)c3)n1)[C@H](CCO)N(C(=O)c1ccc3c(c1)OCO3)C2)N1CCOCC1	i	?	-26%	2%	-7	-2%	4%	-6%	-2%
O=C(/C=C/c1cccc(Cl)c1)N1CCC(Cc2ccccc2)CC1	i	·	?	23%	15	-6%	17%	12%	i
CC(=O)N1CCN(c2ccc(NC(=O)C(c3ccccc3)c3ccccc3)cc2)CC1	i	31%	?	0%	25	-5%	·	3%	-26%
Cc1ccc(Nc2c(-c3ccc(C)o3)nc3ncccn23)cc1	i	3%	1%	16%	-24	1%	3%	0%	i
O=C(CCc1ccccc1)Nc1ccncc1	·	24%	1%	-5%	-11	-2%	-16%	-9%	i
O=C(/C=C/c1ccccc1O)c1ccco1	i	33%	?	-3%	0	-25%	?	-3%	-24%
Nc1ncc(N=Nc2cc(C(=O)O)ccc2Cl)s1	i	-4%	-4%	-3%	5	30%	8%	0%	-18%
CCCSC1=N/C(=C/c2ccsc2)C(=O)N1c1ccccc1	i	·	2%	-8%	-1	4%	6%	-1%	i
CC(=O)Nc1ccc(NC(=O)CSc2nc(N)c(NC(=O)c3ccco3)c(=O)[nH]2)cc1	i	14%	42%[activator]	-17%	16	19%	14%	0%	-10%
O=C(O)c1cc([N+](=O)[O-])c(NCc2cccnc2)c([N+](=O)[O-])c1	i	2%	7%	8%	-24	1%	-16%	-4%	-40%[inhibitor]
COC(=O)c1cc(C)cc(=O)o1	i	-21%	10%	-7%	17	-7%	7%	0%	-16%
COc1ccc(C2C(C(=O)N3CCCCC3)CC(=O)N2c2ccc(OC)cc2)cc1 (configuration not stated)	i	4%	-23%	2%	10	23%	8%	1%	-14%[57.5 µM]
O=C(c1ccc2c(=O)n(Cc3ccc(Cl)cc3)c(=S)[nH]c2c1)N1CCOCC1	i	-4%	?	-2%	10	10%	-4%	-1%	-24%
CC(C)Nc1nc(NC(C)C)nc(N(C)n2cnnc2)n1	i	5%	5%	?	-14	8%	13%	1%	i
CCn1cc(CN2CCC(n3nccc3NC(=O)C3CCCC3)CC2)c(C)n1	i	1%	23%	-8%	0	0%	17%	-1%	i
N#CCCN1CCN(C(CNS(=O)(=O)c2ccc(Cl)cc2)c2ccccc2)CC1 (configuration not stated)	i	16%	?	1%	0	6%	2%	2%	i
CC1(C(=O)NS(=O)(=O)c2ccccc2Cl)CCN1C(=O)CC1CCCCC1 (configuration not stated)	i	-9%	11%	-7%	4	4%	16%	11%	i
O=C(Nc1ccccc1)c1nn(-c2cccc(C(F)(F)F)c2)ccc1=O	i	7%	6%	2%	-23	?	?	-2%	?
COc1ccc(C)cc1NC(=O)CCS(=O)(=O)c1cc2c(cc1Cl)NC(=O)CO2	i	25%	12%	-2%	35	-2%	0%	0%	i
Cc1c(NS(C)(=O)=O)cccc1-c1nc2cccnc2s1	i	-18%	8%	8%	-51*	-5%	13%	-3%	-30%
CCCCNC1C(CC)C(CCC)C(C#N)(C#N)C1(C#N)C#N (configuration not stated)	i	9%	?	-34%	-17	-3%	-4%	-2%	-26%[57.5 µM]
CC(=O)c1ccc(-n2c(-c3cc(-c4ccsc4)n[nH]3)n[nH]c2=S)cc1	i	12%	81%[activator]	-4%	-12	-2%	-2%	-2%	-3%
Cc1ccccc1OCC(=O)NNC(=O)CCN1C(=O)c2ccccc2C1=O	i	20%	0%	8%	1	-19%	-9%[9.22 µM]	1%	i
CCOC(=O)c1ccccc1NC(=O)c1ccccc1NS(C)(=O)=O	i	4%	11%	2%	21	8%	14%	14%	i
COC(=O)CC1=NN(c2nc3ccccc3s2)C(=O)/C1=C/N(C)C	i	-12%	-9%	-1%	-3	-13%	-7%	-11%	-6%
CCSCCOC(=O)C1=C(C)NC(=O)NC1c1ccccc1 (configuration not stated)	i	-15%	3%	8%	7	-20%	2%	8%	-25%
O=C(COC(=O)c1nc(Cl)ccc1Cl)Nc1ncc(Cl)cc1Cl	i	-8%	1%	-4%	7	11%	-15%	-1%	i
COc1ccc2c(c1)C1(C)CC(C)(C)N2C(=O)N1c1ccccc1 (configuration not stated)	i	-1%	?	-5%	0	7%	12%	14%	-7%[57.5 µM]
CN(Cc1cn(C)c2ccccc12)C(=S)Nc1cc(F)cc(F)c1	i	·	?	-7%	10	7%	-10%	-2%	i
Cc1cc(NC(=S)N(Cc2ccc(Br)cc2)Cc2ccc(C(=O)O)cc2)ccc1Cl	i	?	?	1%	-18	-41%[inhibitor]	-22%	-34%[inhibitor]	-71%[inhibitor]

Fetched by structure from the list above:
SMILES	Akt phos inh	FUS yeast rescue	GLP1R inv ag	GLP1R ag	D3 antag	Abeta rescue	TDP-43 yeast inh	aSyn rescue	PTHR1 agonist
COC(=O)CC1=NN(c2nc3ccccc3s2)C(=O)/C1=C/N(C)C	i	-12%	-9%	-1%	-3	-13%	-7%	-11%	-6%
Cc1c(NS(C)(=O)=O)cccc1-c1nc2cccnc2s1	i	-18%	8%	8%	-51*	-5%	13%	-3%	-30%

Next compounds:
SMILES	Akt phos inh	FUS yeast rescue	GLP1R inv ag	GLP1R ag	D3 antag	Abeta rescue	TDP-43 yeast inh	aSyn rescue	PTHR1 agonist
CCc1ccc(N2CCn3c2nc2c3c(=O)n(Cc3c(F)cccc3Cl)c(=O)n2C)cc1	·	-21%	4%	·	·	0%	10%	·	-15%
Cc1cccn2c(=O)c3cc(C(=O)N4CCCCC4)sc3nc12	i	8%	39%[activator]	15%	7	-12%	11µM*	-1%	i
Cc1ccc(NC(=O)c2sc3ncnc(N(C)C4CCCCC4)c3c2C)cc1	·	43%	?	·	·	6%	28%[9.22 µM]	·	-28%
COC(=O)c1cc(NC(=O)CCc2c(C)nc3cc(-c4ccccc4)nn3c2C)cc(C(=O)OC)c1	·	7%	4%	0%	·	-9%	-13%	·	10%
Cc1nn(C)c(Cl)c1CN1CCCC(C(=O)Nc2ccc(-c3cscn3)cc2)C1 (configuration not stated)	i	·	-20%	0%	7	6%	-1%	-4%	i
CC(/C=N/Nc1nc(N2CCCCC2)nc(N2CCCCC2)n1)=C\c1ccccc1	i	-9%	4%	-2%	-18	-1%	-12%	-19%	9%[57.5 µM]
O=C(Nc1ccccc1F)C(Cc1ccccc1)N1Cc2ccccc2C1=O (configuration not stated)	·	-11%	-5%	·	·	-8%	?	·	i
CCOc1ncccc1C(=O)OCC(=O)Nc1cc(S(=O)(=O)N(CC)CC)ccc1C	i	13%	0%	?	-5	-1%	-4%	0%	-19%
Cc1cc(NC(=O)c2ccccc2C)ccc1NC(=O)c1ccccc1Cl	i	-10%	-11%	0%	-5	-7%	7%	-4%	i
Cc1c(C(=O)NC2CCCc3ccccc32)oc2ccc(S(=O)(=O)N3CCCCC3)cc12 (configuration not stated)	i	7%	8%	-4%	6	-2%	-26%	8%	i

Assay outcomes: PubChem BioAssay, National Center for Advancing Translational Sciences (NCATS)
